High-throughput results deposited in PubChem by Broad Institute.
Mtb BioA inh: M. tuberculosis BioA enzyme inhibitors, primary screen, biochemical, plate reader, single point, HTS. inhibition, % at 9.99 µM. purified M. tuberculosis BioA enzyme. AID 602481, 2012. 7,8-diaminopelargonic acid synthase BioA (Mycobacterium tuberculosis). 360,000 tested, 0.096% active; in the data active means inhibition above about 40%
An asterisk follows results filed as active.

For C[C@@H]1CN([C@H](C)CO)S(=O)(=O)c2ccc(C#Cc3cccnc3)cc2O[C@@H]1CN(C)C(=O)Nc1ccc2c(c1)OCO2 the results were Mtb BioA inh -0.4.
For CN1C(=O)c2cc(NC(=O)Cc3ccccc3)ccc2OC[C@@H]2O[C@@H](CC(=O)NCc3ccc(Cl)cc3)CC[C@H]21 the results were Mtb BioA inh -1.2.
Screening COCc1cn(CC[C@H]2CC[C@H](NC(=O)c3ccccc3)[C@H](CO)O2)nn1 returned Mtb BioA inh -1.4.
`C[C@H]1CCCCO[C@H](CN(C)Cc2ccc(Cl)c(Cl)c2)[C@@H](C)CN([C@@H](C)CO)C(=O)c2cc(NS(C)(=O)=O)ccc2O1` gave Mtb BioA inh 1.6.
For C[C@@H]1CN([C@@H](C)CO)C(=O)c2cc(NC(=O)CCCN(C)C)ccc2O[C@H]1CN(C)S(=O)(=O)c1cn(C)cn1 the results were Mtb BioA inh 4.7.
For C[C@H]1CN([C@@H](C)CO)C(=O)c2cc(NS(=O)(=O)c3ccc(Cl)cc3)ccc2O[C@H]1CN(C)Cc1ccc(-c2ccccc2)cc1 the results were Mtb BioA inh -1.3.
For CCS(=O)(=O)Nc1ccc2c(c1)C(=O)N(C)[C@H]1CC[C@H](CC(=O)NC3CCCCC3)O[C@@H]1CO2 the results were Mtb BioA inh 0.0.
`O=C(C[C@@H]1CC[C@H]2[C@@H](COC[C@H](O)CN2Cc2ccccc2)O1)NCCCN1CCOCC1` gave Mtb BioA inh 0.2.
COCC#Cc1cnc2c(c1)C(=O)N([C@@H](C)CO)C[C@@H](C)[C@@H](CN(C)C(=O)Nc1cccc(F)c1)O2 was read as Mtb BioA inh 0.7.
CCS(=O)(=O)Nc1ccc2c(c1)C(=O)N(C)[C@H]1CC[C@H](CC(=O)NC3CCCCC3)O[C@H]1CO2 was read as Mtb BioA inh 4.8.
COc1ccccc1CNC(=O)C[C@H]1CC[C@H](NC(=O)CN(C)C)[C@H](CO)O1 was read as Mtb BioA inh -1.1.
C[C@H]1CN([C@@H](C)CO)C(=O)c2cccc(NC(=O)c3cnccn3)c2O[C@@H]1CN(C)Cc1ccccc1 was read as Mtb BioA inh -4.1.
Screening C[C@@H]1CN([C@@H](C)CO)C(=O)c2cccc(NC(=O)c3cnccn3)c2O[C@@H]1CN(C)Cc1ccncc1 returned Mtb BioA inh 3.5.
`COC(=O)C(CC#Cc1ccc2c(c1)[C@]1(C(=O)N2)[C@H](c2ccccc2OCCO)N2[C@H](c3ccccc3)[C@H](c3ccccc3)OC(=O)[C@H]2[C@@H]1C(=O)Nc1nc2ccccc2s1)C(=O)OC` gave Mtb BioA inh -1.7.
For COc1ccc(S(=O)(=O)Nc2ccc3c(c2)C(=O)N([C@@H](C)CO)C[C@H](C)[C@H](CN(C)Cc2ccccc2)O3)cc1 the results were Mtb BioA inh -2.2.
`CC=Cc1ccc2n(c1=O)C[C@H]1[C@H](CO)[C@@H](C(=O)NCCc3ccccc3)N(C(C)=O)[C@@H]21` (mixture of isomers) gave Mtb BioA inh -1.4.
Screening COC(=O)C[C@H]1CC[C@@H]2[C@H](COc3ccc(NC(=O)c4ccc(C(F)(F)F)cc4)cc3C(=O)N2C)O1 returned Mtb BioA inh 1.0.
C[C@H]1CCCCO[C@@H](CN(C)Cc2ccc3c(c2)OCO3)[C@@H](C)CN([C@@H](C)CO)C(=O)c2cc(NC(=O)Nc3ccc(C(F)(F)F)cc3)ccc2O1 was read as Mtb BioA inh -3.0.
For CO[C@@H]1CN(C)C(=O)c2cc(NC(=O)Nc3ccccc3)ccc2OC[C@H](C)N(C(=O)Nc2c(C)noc2C)C[C@@H]1C the results were Mtb BioA inh -2.2.
`C[C@H](CO)N1C[C@H](C)[C@H](CN(C)C(=O)c2cnccn2)Oc2ncc(/C=C/c3ccccc3)cc2C1=O` gave Mtb BioA inh -1.8.
CC(C)NC(=O)N[C@H]1C=C[C@@H](CC(=O)NCCCN(C)C)O[C@@H]1CO was read as Mtb BioA inh 0.3.
C[C@H]1CN([C@@H](C)CO)C(=O)c2cc(NC(=O)NC3CCCCC3)ccc2O[C@H]1CN(C)S(=O)(=O)c1ccc(F)cc1 was read as Mtb BioA inh -1.9.
`CO[C@@H]1CN(C)C(=O)c2cc(NC(C)=O)ccc2OC[C@H](C)N(Cc2ccccc2C(=O)O)C[C@@H]1C` gave Mtb BioA inh -0.3.
For C[C@@H]1CN([C@@H](C)CO)S(=O)(=O)c2ccc(/C=C/c3ccccc3)cc2O[C@@H]1CN(C)C(=O)c1ccccc1 the results were Mtb BioA inh -3.7.
Screening COc1ccc(NC(=O)Nc2ccc3c(c2)C(=O)N([C@@H](C)CO)C[C@H](C)[C@H](CN(C)C(=O)Nc2ccc(F)cc2)O3)cc1 returned Mtb BioA inh 0.3.
For CO[C@H]1CC[C@@H]2CCN(C)C(=O)CCCN(C)C(=O)c3cccc(C#N)c3OC[C@H]1O2 the results were Mtb BioA inh 0.5.
Screening C[C@@H]1CN([C@H](C)CO)C(=O)c2cc(-c3cccnc3)cnc2O[C@H]1CN(C)C returned Mtb BioA inh 0.5.
Screening N#C[C@@H]1[C@@H](c2ccc(-c3ccccc3F)cc2)[C@@H](CO)N1C(=O)C1CC1 returned Mtb BioA inh -2.0.
For CC(C)C#Cc1cnc2c(c1)C(=O)N([C@H](C)CO)C[C@@H](C)[C@H](CN(C)Cc1cncnc1)O2 the results were Mtb BioA inh -2.2.
`COc1ccc(CN(C)C[C@@H]2Oc3ccc(N(C)C)cc3CC(=O)N([C@@H](C)CO)C[C@@H]2C)cc1` gave Mtb BioA inh 2.6.
Screening CC(C)CC#Cc1cnc2c(c1)C(=O)N([C@H](C)CO)C[C@H](C)[C@H](CN(C)C(=O)Cc1cccnc1)O2 returned Mtb BioA inh -0.3.
CN1CCN(C(=O)C[C@@H]2CC[C@@H]3[C@H](COC[C@@H](O)CN3C(=O)C3CC3)O2)CC1 was read as Mtb BioA inh -1.1.
`CN1CCCCN2[C@@H](CO)[C@@H](c3ccc(-c4ccccc4)cc3)[C@@H]2C1` gave Mtb BioA inh 0.0.
CC(C)NC(=O)N1C[C@@H]2[C@H](c3ccccc31)[C@H](CO)N2C(=O)c1ccccc1F was read as Mtb BioA inh -1.0.
Screening COc1ccccc1-c1cnc2c(c1)C(=O)N([C@H](C)CO)C[C@@H](C)[C@@H](CN(C)C(=O)CN(C)C)O2 returned Mtb BioA inh 3.6.
CC(C)NC(=O)N[C@H]1C=C[C@@H](CC(=O)NC2Cc3ccccc3C2)O[C@@H]1CO was read as Mtb BioA inh -1.9.
`C[C@H]1CN([C@@H](C)CO)C(=O)c2cc(NS(=O)(=O)c3ccccc3)ccc2O[C@@H]1CN(C)Cc1ccc(C(F)(F)F)cc1` gave Mtb BioA inh -1.3.
`CN1C(=O)c2cc(NC(=O)C3CC3)ccc2OC[C@@H]2O[C@@H](CC(=O)NCCc3ccncc3)CC[C@@H]21` gave Mtb BioA inh -4.3.
COc1ccccc1NC(=O)N1CCCCN2[C@H](CO)[C@H](c3ccc(C#Cc4ccccc4)cc3)[C@H]2C1 was read as Mtb BioA inh 0.3.
O=C(Nc1ccc2c(c1)[C@@H]1C[C@@H](CC(=O)N3CCCCC3)O[C@@H](CO)[C@@H]1O2)c1ccc2c(c1)OCO2 was read as Mtb BioA inh 2.1.
Screening CCNC(=O)C[C@@H]1CC[C@H]2[C@@H](COC[C@H](O)CN2C(=O)Nc2ccc(Cl)c(Cl)c2)O1 returned Mtb BioA inh 1.3.
Screening CNC(=O)C[C@@H]1CC[C@H]2[C@@H](COc3ccc(NC(=O)Nc4cccc(C)c4)cc3C(=O)N2C)O1 returned Mtb BioA inh -2.4.
`C[C@@H]1CN([C@@H](C)CO)C(=O)c2cc(/C=C/c3ccccc3)cnc2O[C@H]1CN(C)C(=O)c1ccncc1` gave Mtb BioA inh 0.5.
For C[C@H](CO)N1C[C@H](C)[C@H](CN(C)S(=O)(=O)c2ccc(Cl)cc2)Oc2ccc(NC(=O)Nc3ccc(C(F)(F)F)cc3)cc2C1=O the results were Mtb BioA inh -5.2.
Screening C[C@@H]1CCCCO[C@H](CN(C)S(=O)(=O)c2ccccc2)[C@@H](C)CN([C@@H](C)CO)C(=O)c2cc(NC(=O)CCC(F)(F)F)ccc2O1 returned Mtb BioA inh 0.3.
COc1ccc(S(=O)(=O)Nc2ccc3c(c2)C(=O)N([C@@H](C)CO)C[C@H](C)[C@H](CN(C)Cc2ccc(-c4ccccc4)cc2)O3)cc1 was read as Mtb BioA inh -2.7.
For O=C(C[C@@H]1CC[C@@H]2[C@H](COC[C@H](O)CN2C(=O)c2ccccc2F)O1)NCc1ccc(Cl)c(Cl)c1 the results were Mtb BioA inh -0.6.
Screening CCNC(=O)C[C@@H]1CC[C@H]2[C@@H](COC[C@H](O)CN2C(=O)c2cc(Cl)cc(Cl)c2)O1 returned Mtb BioA inh -1.0.
C[C@H](CO)N1C[C@H](C)[C@H](CN(C)Cc2ccc(C(=O)O)cc2)Oc2c(NS(=O)(=O)c3cccs3)cccc2C1=O was read as Mtb BioA inh -2.2.
CCCNC(=O)N1C[C@@H]2[C@H](c3ccccc31)[C@@H](CO)N2Cc1ccccc1F was read as Mtb BioA inh -2.2.
For Cc1cccc(S(=O)(=O)N2C[C@H](O)COC[C@@H]3O[C@@H](CC(=O)NCc4ccc5c(c4)OCO5)CC[C@H]32)c1 the results were Mtb BioA inh -1.2.
COc1ccc(NC(=O)N(C)C[C@H]2OCCCC[C@@H](C)Oc3ccc(NS(=O)(=O)c4c(C)noc4C)cc3C(=O)N([C@H](C)CO)C[C@@H]2C)cc1 was read as Mtb BioA inh 2.9.
Screening O=C(C[C@H]1CC[C@@H]2[C@H](COC[C@H](O)CN2C(=O)c2ccc3c(c2)OCO3)O1)NC1CCCC1 returned Mtb BioA inh -1.4.
For C[C@@H]1CN([C@H](C)CO)C(=O)c2cc(-c3ccc(F)cc3)cnc2O[C@H]1CN(C)CC1CCOCC1 the results were Mtb BioA inh -1.5.
Screening CO[C@@H]1CN(C)C(=O)c2ccc(NS(=O)(=O)c3cn(C)cn3)cc2OC[C@@H](C)N(Cc2cccc(C(F)(F)F)c2)C[C@H]1C returned Mtb BioA inh 1.9.
CN1CCN(C(=O)C[C@@H]2C[C@@H]3c4cc(NC(=O)Nc5ccc(C(F)(F)F)cc5)ccc4O[C@@H]3[C@@H](CO)O2)CC1 was read as Mtb BioA inh 7.2.
`CCC(=O)N[C@H]1C=C[C@@H](CC(=O)NCC2CCCCC2)O[C@@H]1CO` gave Mtb BioA inh -1.2.
For CO[C@H]1CN(C)C(=O)c2cc(NC(=O)NC(C)C)ccc2OC[C@H](C)N(Cc2ccccn2)C[C@@H]1C the results were Mtb BioA inh 0.0.
For O=C(C1CCCCC1)N1[C@H](CO)[C@H]2c3ccccc3N(S(=O)(=O)c3ccccc3)C[C@H]21 the results were Mtb BioA inh 3.5.
CO[C@H](CN(C)S(=O)(=O)c1ccc(C)cc1)[C@@H](C)CN(C(=O)Nc1ccccc1F)[C@@H](C)CO was read as Mtb BioA inh 0.9.
COc1ccc(CN(C)C[C@@H]2OCCCC[C@H](C)Oc3ccc(NS(=O)(=O)c4ccc(F)cc4)cc3C(=O)N([C@@H](C)CO)C[C@H]2C)cc1 was read as Mtb BioA inh 2.1.
`Cc1noc(C)c1S(=O)(=O)N(C)C[C@@H]1Oc2ccc(NS(=O)(=O)c3cn(C)cn3)cc2CC(=O)N([C@H](C)CO)C[C@H]1C` gave Mtb BioA inh 4.0.
`C/C=C/c1ccc2c(c1)O[C@@H](CN(C)C(=O)C1CC1)[C@H](C)CN([C@@H](C)CO)S2(=O)=O` gave Mtb BioA inh -0.5.
C[C@H](CO)N1C[C@H](C)[C@H](CN(C)Cc2ccccc2)Oc2ccc(NC(=O)c3ccncc3)cc2CC1=O was read as Mtb BioA inh -2.2.
Screening O=C(C[C@@H]1C=C[C@@H](NC(=O)C2CC2)[C@H](CO)O1)Nc1ccccc1 returned Mtb BioA inh 0.4.
Screening C[C@H](O)C#Cc1ccc2c(c1)O[C@H](CN(C)C(=O)CC1CC1)[C@@H](C)CN([C@@H](C)CO)S2(=O)=O returned Mtb BioA inh -3.3.
O=C(NCCc1ccncc1)[C@@H]1[C@@H](CO)[C@@H]2Cn3c(ccc(-c4ccncc4)c3=O)[C@@H]2N1C(=O)C1CC1 was read as Mtb BioA inh -0.2.
`COc1ccc(NC(=O)Nc2ccc3c(c2)C(=O)N([C@H](C)CO)C[C@@H](C)[C@H](CN(C)CC2CCCCC2)O3)cc1` gave Mtb BioA inh -0.4.
C[C@@H]1CN([C@H](C)CO)S(=O)(=O)c2ccc(-c3ccc(C#N)cc3)cc2O[C@H]1CN(C)Cc1ccccn1 was read as Mtb BioA inh 4.6.
`C[C@@H]1CCCCO[C@H](CN(C)C(=O)NC2CCCCC2)[C@@H](C)CN([C@H](C)CO)C(=O)c2cc(NC(=O)Nc3ccc(F)cc3)ccc2O1` gave Mtb BioA inh -1.4.
`CCCC(=O)Nc1ccc2c(c1)C(=O)N(C)[C@H]1CC[C@H](CC(=O)Nc3ccccc3)O[C@H]1CO2` gave Mtb BioA inh 0.6.

Not all compounds are listed, so the mix of outcomes need not match the whole.
